# IL-2 act: activates IL-2 in a cell-based reporter assay | IL-2 activation reporter assay, cell-based qHTS; stimulated with anti-CD3/CD4/CD28 beads; in transgenic mouse T cells | AID 652025 | 360,000 compounds, 0.065% hits | activation, % (series mostly up to about 46 µM); in the data active = activation above about 50%; inconclusive = mostly about 30% to 49%; also: 0% is about no effect
#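 Unstimulated transgenic mouse T cells preincubated 60 min with compound, then stimulated with anti-CD3/anti-CD4-coated beads plus anti-CD28 for 18 h at 37 degrees C. IL-2 response read as EGFP and DsRed fluorescence by plate cytometry.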
# Abeta rescue: restores growth of yeast expressing A-beta42 peptide; Potency, µM (top dose mostly 46.1 µM), for the others: top-dose growth rescue, most hits filed as activators; yeast expressing A-beta42, growth rescue, OD600, 48 h; response scale: 0% DMSO, 100% iron-clioquinol control; 410,000 compounds, 0.063% hits; also: potency is read from the fitted curve at half-maximal effect; nearly all actives have a fitted effect of over 55% in size
#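 Growth rescue measured by 600 nm absorbance after 48 h yeast culture at 30 C with compound. Values normalized between DMSO and an equimolar ferric chloride plus clioquinol control.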
# EPAC1 antag: blocks human EPAC1 exchange factor. O95398. EPAC1 GEF assay, Rap1b-BODIPY-GDP exchange fluorescence. Potency, µM (series often up to 115 µM), without a hit: at the highest dose activity change, negative = inhibition, hits mostly inhibitors. 360,000 compounds, 0.14% hits. AID 720709;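 also: potency is read from the fitted curve at half-maximal effect; plate controls were vehicle for no effect and positive control for full effect; nearly all actives have a fitted effect of over 50% in size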
# PI5P4K alpha inh: inhibitors of human PI5P4K alpha; PI5P4Kalpha enzyme, ADP-Glo luminescence, 60 min; stronger effect = lower value; P48426; 330,000 compounds, 1.2% hits; max response, %; AID 652105; active = max response of -50% or lower; inconclusive = between -30% and -50%; inactive = -30% or higher; also: value at the top dose of about 77 µM; % is scaled to controls: 0 for no effect and ±100 for the full control effect
# Target sequence (P48426 whole entry, looked up): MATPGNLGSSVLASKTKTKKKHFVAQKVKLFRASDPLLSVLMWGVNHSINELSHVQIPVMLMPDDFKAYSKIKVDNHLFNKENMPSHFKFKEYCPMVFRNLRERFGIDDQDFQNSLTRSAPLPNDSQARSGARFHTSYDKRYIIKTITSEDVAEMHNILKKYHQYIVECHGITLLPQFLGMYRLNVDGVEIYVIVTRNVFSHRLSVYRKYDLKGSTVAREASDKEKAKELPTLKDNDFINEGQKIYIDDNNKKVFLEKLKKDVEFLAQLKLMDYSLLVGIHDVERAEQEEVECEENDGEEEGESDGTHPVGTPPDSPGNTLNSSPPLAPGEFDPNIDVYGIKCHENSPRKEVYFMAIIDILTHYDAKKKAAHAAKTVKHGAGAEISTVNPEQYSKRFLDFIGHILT
#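 Reactions run in 0.038 M HEPES pH 7.4, 0.28 mM EGTA, 0.1% CHAPS and 5% DMSO, with PI5P4Kalpha, substrate, compound and 5 microM ATP final, one hour at room temperature. Readout is ADP-Glo luminescence.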
# WRN helicase inh: blocks human WRN helicase | 360,000 compounds, 0.46% hits | Potency, µM (series often up to 114 µM), without a hit: top-dose activity change, negative = inhibition, hits mostly inhibitors | WRN helicase unwinding, fluorescent forked duplex, kinetic; also: potency is read from the fitted curve at half-maximal effect; % is scaled to controls: 0 for no effect and ±100 for the full control effect; nearly all actives have a fitted effect of over 55% in size
#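 Primary qHTS, 1536-well format. 20 nM WRN + compound, 15 min RT; start with 100 nM forked fluorophore/quencher duplex, 2 mM ATP (final); kinetic read ex 525/em 598 nm.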
# PLK1 PBD block: blocks phosphopeptide binding to human PLK1 polo-box domain | P53350 | Plk1 PBD binding of FITC phosphopeptide, fluorescence polarization | 360,000 compounds, 2.8% hits | AID 720504 | Potency, µM, without a hit: max response, negative = inhibition, hits mostly inhibitors; also: potency is read from the fitted curve at half-maximal effect; series mostly up to about 57 µM; % is scaled to controls: 0 for no effect and ±100 for the full control effect; nearly all actives have a fitted effect of over 65% in size
# Target sequence (P53350 whole entry, looked up, the tested form may be a part): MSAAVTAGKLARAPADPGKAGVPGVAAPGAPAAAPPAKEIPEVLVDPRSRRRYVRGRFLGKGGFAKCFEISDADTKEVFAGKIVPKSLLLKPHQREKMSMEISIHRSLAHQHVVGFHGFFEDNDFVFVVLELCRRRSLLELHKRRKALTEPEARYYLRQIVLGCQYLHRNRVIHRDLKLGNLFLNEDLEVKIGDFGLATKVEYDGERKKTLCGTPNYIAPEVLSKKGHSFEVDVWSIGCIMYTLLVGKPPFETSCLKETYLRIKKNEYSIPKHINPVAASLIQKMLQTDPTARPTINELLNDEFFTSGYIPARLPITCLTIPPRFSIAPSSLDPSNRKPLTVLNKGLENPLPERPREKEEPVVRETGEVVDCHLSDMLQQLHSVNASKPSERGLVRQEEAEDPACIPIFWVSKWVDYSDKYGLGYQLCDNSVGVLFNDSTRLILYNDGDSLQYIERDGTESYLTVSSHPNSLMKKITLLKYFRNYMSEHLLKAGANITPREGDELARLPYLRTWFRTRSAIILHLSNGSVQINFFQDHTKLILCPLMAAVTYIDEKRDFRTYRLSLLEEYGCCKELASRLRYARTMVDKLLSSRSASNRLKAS
# aSyn rescue: alpha-synuclein toxicity inhibition in yeast. Potency, µM (top dose mostly 46.1 µM), without a hit: top-dose growth rescue (activation), usual class: activators. 370,000 compounds, 0.14% hits. Yeast expressing alpha-synuclein, growth rescue, BacTiter-Glo, 24 h; also: potency is read from the fitted curve at half-maximal effect; % of control where 0% means no effect; nearly all actives have a fitted effect of over 65% in size
#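 Rescue of yeast growth: cells expressing toxic alpha-synuclein, induced in galactose at OD600 0.02, incubated with compound 24 h at 30 C. ATP luminescence quantified growth; inhibitors of toxicity appear as activators.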
# FUS suppressor: suppressors of FUS proteinopathy in yeast. Potency, µM (doses to about 76.6 µM), for inactives: at the highest dose growth rescue (activation), most hits filed as activators. S. cerevisiae FUS-expressing, growth rescue, OD600, 24 h. 390,000 compounds, 0.24% hits;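 also: potency is read from the fitted curve at half-maximal effect; plate controls were DMSO vehicle for no effect and reference control for full effect; nearly all actives have a fitted effect of over 55% in size; some results filed as inactive show a strong effect at the top dose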
#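 Steps: raffinose overnight preculture; dilution to OD 0.005 in 2% galactose minimal medium; compound addition (concentration series); 24hr at 30C, 99% humidity; absorbance read at 600 nm.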
# EPAC1 agonist: activates human EPAC1 exchange factor; 360,000 compounds, 0.073% hits; EPAC1 agonist qHTS, biochemical assay; response scale: 100% = response to 6.5 mM cAMP; Potency, µM (series often up to 154 µM), for inactives: at the top dose activation, most hits filed as activators; AID 720707; O95398; also: potency is read from the fitted curve at half-maximal effect; nearly all actives have a fitted effect of over 60% in size
#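 Normalized to 6.5 mM cAMP, activity reflects EPAC1-catalysed release of BODIPY-GDP from Rap1B, followed kinetically over 30 min at 480 nm excitation, 540 nm emission. Reaction contained 100 nM EPAC1, 250 nM Rap1B-BODIPY-GDP, 50 uM GDP.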
# * marks the source's active call; other numbers are inactive results; ? = inconclusive; . = no result given; & = joins results of further samples; [ ] = dose if it differs, or a comment. Unless noted, calls follow the shape of the dose curve; as a rule, active = well fitted curve in the direction sought with a large enough effect; inconclusive = small, poorly fitted or top-dose-only effect, or another doubt; inactive = no such curve, though single readings can be large; an effect the other way counts as inactive or inconclusive. Outcome played no part in choosing rows; 4.1% or so of the library scored in one or more.
Compound	IL-2 act	Abeta rescue	EPAC1 antag	PI5P4K alpha inh	WRN helicase inh	PLK1 PBD block	aSyn rescue	FUS suppressor	EPAC1 agonist
COc1ccccc1N1CCN(Cc2cc(=O)c(OCC(=O)Nc3ccccc3)co2)CC1	-1.9	10.9%	?	3.1	-4.9%	-5.2%	-1.1%	11.4%	2.2%
Cc1cc(Cl)c(S(=O)(=O)Nc2ccon2)cc1OCC(=O)NC1CCCCC1	-0.5	7.9%	4.6%	0.5	4.4%	-6.3%	-0.1%	-4.3%	4.7%
CCOC(=O)C1Oc2ccccc2C(C(=O)OC)=C1C(=O)OC (stereo unspecified)	0.5	6.4%	13.7%	4.7	-4.7%	-3.2%	1.3%	-34.3%	-13.7%
CCN(CC)CC(O)CCCCCCCCC(=O)OC (stereo unspecified)	-5.5	-10.9%	0.4%	-7.0	-1.6%	5.6%	1.2%	-4.1%	-4.8%
Cc1cc(Nc2ccccc2)nn1C(=O)c1ccc(Cl)cc1	-0.3	1.5%	10.6%	11.1	-10.3%[57.1 µM]	4.1%	-8.5%	6.5%	12.8%
COc1ccccc1NC(=O)Cn1cnc2sc(C)c(S(=O)(=O)N3CCCCC3)c2c1=O	-2.0	-6.8%	4.1%	-7.3	12.4%	-5.7%	-0.8%	.	-11.0%
O=[N+]([O-])c1ccc(CN2CC(N3CCN(CC4CC4)CC3)CS2(=O)=O)cc1 (stereo unspecified)	1.0	-8.9%	7.6%	-5.0	1.5%	0.9%	-0.4%	-3.1%	-1.3%
CC(C)c1cc(=O)n2[nH]c(N)nc2n1	-1.2	-0.3%	7.9%	1.6	9.4%	-20.6%	-5.7%	11.8%	4.3%

# An excerpt of these results, with values under each structure.
# Under each structure: IL-2 act, Abeta rescue, EPAC1 antag, PI5P4K alpha inh, WRN helicase inh, PLK1 PBD block, aSyn rescue, FUS suppressor, EPAC1 agonist
CCOC(=O)C1Oc2ccccc2C(C(=O)OC)=C1C(=O)OC (stereo unspecified)
  0.5, 6.4%, 13.7%, 4.7, -4.7%, -3.2%, 1.3%, -34.3%, -13.7%
COc1ccccc1NC(=O)Cn1cnc2sc(C)c(S(=O)(=O)N3CCCCC3)c2c1=O
  -2.0, -6.8%, 4.1%, -7.3, 12.4%, -5.7%, -0.8%, ., -11.0%
CCN(CC)CC(O)CCCCCCCCC(=O)OC (stereo unspecified)
  -5.5, -10.9%, 0.4%, -7.0, -1.6%, 5.6%, 1.2%, -4.1%, -4.8%

# Next section:
Compound	IL-2 act	Abeta rescue	EPAC1 antag	PI5P4K alpha inh	WRN helicase inh	PLK1 PBD block	aSyn rescue	FUS suppressor	EPAC1 agonist
O=C(Nc1ccc(F)cc1F)c1cc2ncc(CCCl)cn2n1	3.2	-2.2%	-25.0%	12.7	3.8%	2.6%	-0.9%	.	-5.2%
CCc1nc(C)ccc1OCC(=O)N1CCc2c([nH]c3ccccc23)C1c1ccccn1 (stereo unspecified)	0.3	-7.2%	0.3%	1.6	-1.9%	4.1%	-4.3%	-23.4%	-3.4%
CSc1ccc(CN2CCN(C(C)C)C(CCO)C2)cc1 (stereo unspecified)	-0.1	-0.9%	16.6%	0.0	-5.8%	-3.3%	3.6%	10.3%	6.1%
C[C@H](NC(=O)OC(C)(C)C)C(=O)N/N=C/c1cccc2nccnc12	-0.5	-1.8%	-11.8%	-4.4	-0.6%	3.9%	-0.2%	6.8%	-5.7%
CCCc1cc(=O)[nH]c(SCC(=O)N(C)Cc2ccccc2)n1	0.2	0.1%	8.8%	-0.7	0.5%	-14.5%	1.5%	0.9%	0.5%
CCC(C)NC(=O)c1ccccc1-c1nc2ccccc2[nH]1 (stereo unspecified)	-0.2	-3.8%	0.0%	0.2	-9.7%[57.1 µM]	-11.1%	-2.6%	-1.5%	10.5%
O=C(COC(=O)C1CCCC1)Nc1cccc(Cl)c1Cl	-0.3	33.2%	0.0%	4.3	7.8%	-10.3%	-8.9%	-2.9%	-3.4%
O=C(C1CCN(c2ncnc3c2nc2n3CCCCC2)CC1)N1CCN(c2ccccc2F)CC1	0.0	3.9%&0.0%	-5.3%	0.1	4.1%	-3.1%	0.5%	24.0%&9.8%	-3.6%
O=C(COC(=O)c1ccco1)Nc1ccc([N+](=O)[O-])cc1Cl	2.6	22.5%	4.1%	2.5	4.1%	-1.2%	-7.7%	-18.0%	-3.7%
CN1CCN(CCCC(=O)c2ccc(C3CCCC3)cc2)CC1	-6.2	-34.1%[inhibitor]	-19.3%	2.0	-25.9%	?	-0.1%	-43.2%	-13.1%
CC[C@H](C)[C@H](NC(=O)OCc1ccccc1)C(=O)OCC(=O)N1CCN(c2ccc(F)cc2)CC1	-0.4	13.9%	-24.2%	8.7	5.5%	1.7%	10.3%	?	-6.1%
CC1Cc2ccccc2N1C(=O)C12CCC(C)(C(=O)C1)C2(C)C (stereo unspecified)	-3.5	-4.7%	-7.7%	0.2	-1.7%	1.8%	0.5%	-2.6%	3.5%
CCc1ccc2oc(=O)cc(CN3CCOCC3)c2c1	-0.5	-19.8%	-4.7%	-7.1	-3.9%	-14.9%	-2.8%	12.1%	5.1%
Cn1ccnc1C(=O)c1cc(=O)c2ccccc2o1	-1.7	3.7%	2.7%	.	-2.9%[57.1 µM]	-3.7%	0.0%	-18.4%	1.4%
COc1ccc(NC(=O)CSc2nnc(-c3cnccn3)n2C)cc1OC	-1.0	0.9%	-22.8%	-0.6	-6.8%	-17.6%	0.0%	1.2%	2.0%
COCCNC(=O)C1(C)CCCN(C(=O)c2ccc(C(=O)OC)cc2)C1 (stereo unspecified)	0.3	6.5%	-0.4%	-3.7	-3.0%	-9.3%	0.9%	-19.8%	-6.3%
CC(C)CCOc1cccc(OCC(=O)O)c1	0.2	11.5%	13.9%	-7.2	5.2%	5.2%	11.6%	-23.6%	-3.7%
COc1cc(S(=O)(=O)N2CCCC3(CCCCC3)C2)ccc1-n1cnnn1	-0.1	-8.5%	-24.8%	-1.2	3.1%	-14.3%	-10.1%	.	17.7%
COc1ccccc1NC(=O)CNC(=O)CC12CC3CC(CC(C3)C1)C2	0.4	29.5%	?	1.7	-38.1%	-8.7%	15.9%	?	-11.5%
O=C(NCc1ccccc1F)c1cccs1	-1.0	-8.1%	3.9%	.	-7.5%	-5.9%	-0.3%	18.2%	6.7%
Nc1ccn(CC(=O)NCc2ccc3c(c2)OCO3)c(=O)n1	0.9	-14.3%	18.6%	-8.8	7.2%	1.5%	-0.8%	-24.2%	-16.9%
N#Cc1cccc(C(=O)OCC(=O)N2CCCc3ccccc32)c1	-0.8	9.1%	-17.8%	-1.1	-5.1%	-7.4%	1.3%	25.3%	-0.7%
NC(=S)NN=Cc1c[nH]c2nccnc12	-3.5	-7.2%	4.4%	?	24.4%	0.3%	-8.4%	-20.0%	6.9%
C[C@@H]1CN([C@H](C)CO)C(=O)CCCn2cc(nn2)CO[C@H]1CN(C)S(=O)(=O)c1ccc(Oc2ccccc2)cc1	1.3	-0.1%	-4.6%	7.6	2.5%	-3.7%	?	20.4%	-2.7%
COc1ccc(CNC(=O)C2CSCCS2)cc1 (stereo unspecified)	-0.8	5.7%	-6.0%	.	1.4%	-5.4%	25.5%	11.3%	1.7%
O=C(CCC(=O)N1CCOc2ccc(Cl)cc21)NCCCN1CCN(Cc2ccccc2)CC1	-1.2	1.6%	-4.7%	1.7	-3.7%	-9.1%	5.6%	-13.4%	-11.1%
COc1ccc(CNC(=O)C(C)N(Cc2ccco2)C(=O)c2snc(C(N)=O)c2N)cc1 (stereo unspecified)	-1.4	-19.1%	15.8%	.	1.5%	-5.0%	-5.0%	27.3%	-0.9%
CCCC(=O)NCC(c1cccs1)S(=O)(=O)c1ccc(Cl)cc1 (stereo unspecified)	-1.5	18.4%	4.5%	5.5	1.7%	-3.2%	-0.1%	-13.6%	-3.3%
COc1cccc(COC(=O)c2nn(-c3ccccc3)nc2N)c1	-0.7	-4.1%&7.3%	-27.5%	-1.0	-2.5%	-14.0%	-3.8%&2.0%	2.9%&18.3%	-4.7%
Cc1cccc(Nc2nc(N)c([N+](=O)[O-])c(NCc3ccccc3)n2)c1	-4.9	2.8%	?	1.0	?	-10.6%	15.4%	33.2%	21.9%
CCc1nc2ccc(C(=O)NCCN3CCOCC3)cn2c1N(C)Cc1ccc(OC)cc1	-0.1	11.8%	5.1%	-7.7	1.6%	-8.4%	-2.4%	-0.5%	1.5%
O=c1c(Cl)c(N2CCNCC2)cnn1C12CC3CC(CC(C3)C1)C2	0.6	8.0%	-1.7%	-8.3	2.6%	3.0%	6.9%	12.5%	-10.2%
O=C(NCc1ccc2c(c1)OCO2)c1cc([N+](=O)[O-])ccc1N1CCCCC1	-5.6	17.8%	5.7%	3.8	-3.3%	3.6%	8.7%	.	4.3%
O=[N+]([O-])c1ccc(N=NNc2ccccc2)cc1	-1.1	-6.9%	0.7%	-3.9	-0.2%	29.9µM*	-8.8%	-0.4%	7.3%
COc1ccc(-c2c([C@H]3[C@@H]4C=CCC[C@@]4(C)C(=O)N3Cc3ccccc3)ccc3ccccc23)cc1OC	-0.5	-1.6%	-27.3%	1.9	-1.7%	-6.0%	-25.8%	?	-9.5%
CCC1CCCCN1C(=O)CCn1ccnc1 (stereo unspecified)	0.7	7.0%	-10.4%	-0.4	3.1%	-4.6%	3.4%	-9.8%	9.2%
CC1CN(C(=O)Cn2cc(S(=O)(=O)CC(=O)N(C)c3ccccc3)c3ccccc32)CC(C)O1 (stereo unspecified)	-2.2	0.2%	6.1%	-5.9	6.9%	-0.6%	3.5%	0.7%	-1.9%
CCN1C(=O)/C(=C\N(C)C)c2ccccc21	-2.8	-1.1%	0.7%	.	0.9%	-3.5%	0.6%	20.4%	5.1%

# From PubChem BioAssay
